High-throughput results from PubChem BioAssay.
ALOX12 inh: Primary qHTS assay for inhibitors of human arachidonate 12S-lipoxygenase (ALOX12): Round 2; Polyunsaturated fatty acid lipoxygenase ALOX12 (Homo sapiens), P18054; hit rate 1.1% among 580,000; Potency, µM (titrated, usually from 108 µM), for the others: at the highest dose activity change, negative = inhibition, usual class: inhibitors; AID 1671190, 2021; purified 12hLO, xylenol orange hydroperoxide absorbance; further: potency means the concentration at half of the fitted maximal effect; on the % scale 0 is the no-effect control and ±100 the full control effect
Target sequence (P18054 whole entry, looked up): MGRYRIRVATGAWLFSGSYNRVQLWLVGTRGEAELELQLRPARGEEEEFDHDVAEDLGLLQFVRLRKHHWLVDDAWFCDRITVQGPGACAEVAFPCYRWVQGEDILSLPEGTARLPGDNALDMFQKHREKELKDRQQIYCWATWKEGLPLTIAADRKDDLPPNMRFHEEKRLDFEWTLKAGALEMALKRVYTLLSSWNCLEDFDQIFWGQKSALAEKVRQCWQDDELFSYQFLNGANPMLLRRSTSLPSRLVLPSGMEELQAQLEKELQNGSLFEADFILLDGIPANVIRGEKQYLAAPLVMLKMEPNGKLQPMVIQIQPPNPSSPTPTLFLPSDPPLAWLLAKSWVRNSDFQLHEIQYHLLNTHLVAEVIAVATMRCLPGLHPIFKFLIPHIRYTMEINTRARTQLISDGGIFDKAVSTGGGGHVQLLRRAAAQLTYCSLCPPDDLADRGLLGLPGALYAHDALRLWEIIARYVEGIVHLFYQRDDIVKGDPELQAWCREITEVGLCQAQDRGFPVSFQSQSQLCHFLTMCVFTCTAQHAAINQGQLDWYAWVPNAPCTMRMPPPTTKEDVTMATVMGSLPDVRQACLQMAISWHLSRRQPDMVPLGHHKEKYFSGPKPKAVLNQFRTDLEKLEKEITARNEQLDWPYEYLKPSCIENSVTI
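Purified human 12hLO at 150 nM in 25 mM Hepes, 0.01% Triton X-100, pH 7.0, preincubated 15 min at room temperature with compound. Reaction started with 40 uM arachidonic acid, 30 min at room temperature. Hydroperoxide measured by Fe-xylenol orange, 573/405 nm absorbance ratio.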
Vif-APOBEC3G blk: qHTS for Inhibitors of Vif-A3G Interactions: qHTS; DNA dC->dU-editing enzyme APOBEC-3G (Homo sapiens), Q9HC16; HeLa A3G-eYFP + Vif (tagged APOBEC3G with the HIV-1 protein that degrades it), YFP fluorescence, overnight; Potency, µM (top dose mostly 46.1 µM), for the others: at the highest dose activity, negative = active, most hits filed as inhibitors; hit rate 0.076% among 410,000; AID 602310, 2012;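 further: potency means the concentration at half of the fitted maximal effect; on the % scale 0 is the no-effect control and ±100 the full control effect; nearly all actives have a fitted effect of over 60% in size; hits raise eYFP signal because A3G escapes Vif-driven loss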
Target sequence (Q9HC16 whole entry, looked up): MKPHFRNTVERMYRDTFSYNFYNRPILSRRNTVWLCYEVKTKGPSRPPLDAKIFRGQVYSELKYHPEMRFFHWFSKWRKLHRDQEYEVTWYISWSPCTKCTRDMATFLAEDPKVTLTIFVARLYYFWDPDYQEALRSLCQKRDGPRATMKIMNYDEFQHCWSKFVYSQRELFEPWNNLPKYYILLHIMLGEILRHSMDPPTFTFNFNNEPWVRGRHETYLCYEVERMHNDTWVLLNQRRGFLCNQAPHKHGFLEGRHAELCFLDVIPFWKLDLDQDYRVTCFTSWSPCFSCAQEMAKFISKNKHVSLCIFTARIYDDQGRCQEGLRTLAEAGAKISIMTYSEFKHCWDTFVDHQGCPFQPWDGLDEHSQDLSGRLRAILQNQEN
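HeLa cells stably expressing Vif and C-terminally eYFP-tagged A3G, seeded overnight at 37 deg C, then exposed to compound by pintool overnight at 37 deg C. Rise in yellow fluorescence (Ex 488/Em 500-530, Acumen) marks blocked Vif-driven A3G degradation.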
LDHA inh: qHTS assay for inhibitors of human lactate dehydrogenase | purified LDHA, NADH/diaphorase-resazurin fluorescence; hits give low values | activity change, % (values are at about 110 or 230 µM) | hit rate 0.15% among 480,000 | AID 1347041, 2019; in the data active means activity change below about -30%; inconclusive means mostly about -25% to -30%;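 further: plate controls were DMSO wells for no effect and wells without enzyme for full effect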
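Resorufin fluorescence (ex540/em590), read at 0 and 20 min after diaphorase/resazurin addition, reports the NADH left after a 5 min room-temperature reaction of 2 nM human LDH5 with 0.06 mM NADH and 0.2 mM pyruvate.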
ERG Ets-DNA blk: qHTS for Small Molecule Inhibitors of the ERG Ets/DNA interaction | Transcriptional regulator ERG (Homo sapiens), P11308 | fluorescence polarization, His-ERG Ets domain / labelled DNA | Potency, µM (highest dose often 76.9 µM), without a hit: at the top dose FP activity, negative = inhibition, actives largely listed as inhibitors | hit rate 0.028% among 370,000; active means well fitted inhibition curve with a large enough effect in the polarisation, with a control signal flat; inconclusive means small, poorly fitted or top-dose-only effect, or effect the other way, or a change in a side signal; inactive means no such curve, though single readings can be large or run the other way; the % refers to the polarisation;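 further: polarization taken with two DNA probes labelled with fluorescein and Texas red; potency means the concentration at half of the fitted maximal effect; % of control where 0% means no effect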
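His-tagged ERG Ets domain (1 uM in the protein solution; 300mM KCl, 50mM Tris-HCl, 1mM EDTA, 1mM DTT, pH 7.5) received compound, then a probe mix of 5 nM fluorescein-DNA and 100nM Texas-615-DNA. Fluorescence polarization was read for both dyes.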
D2 ag: HTS Assay for Allosteric Agonists of the Human D2 Dopamine Receptor: Primary Screen for Agonists; AID 485358, 2010; HEK293 T-REx D2 cells, calcium flux agonist mode; hit rate 0.53% among 340,000; activation, % at 2 µM;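 active means activation over 3 SD above normal in the single-dose calcium agonist read, cut at about 30% in these data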; further: 0% is about no effect
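Tetracycline-induced HEK293 T-REx cells with force-coupled D2 receptor, plated overnight at 30 C, loaded with no-wash calcium dye. After a 10 s baseline, compound was pin-added and calcium flux read kinetically for 180 s; calcium rises flagged agonists.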
RGS4 inhibitor: Inhibitors of Regulator of G Protein Signaling (RGS) 4: qHTS | Transcreener GDP fluorescence polarization, RGS4-accelerated GTP hydrolysis | AID 504845, 2011 | hit rate 0.039% among 390,000 | Potency, µM (top dose mostly 114 µM), for the others: top-dose activity change, negative = inhibition, actives largely listed as inhibitors | Regulator of G-protein signaling 4 (Homo sapiens), P49798; further: potency means the concentration at half of the fitted maximal effect; on the % scale 0 is the no-effect control and ±100 the full control effect; nearly all actives have a fitted effect of over 75% in size; some results filed as inactive show a strong effect at the top dose
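MLSMR compounds (23 nl, pin-transferred) preincubated 10 min at room temperature with a 500nM (2x) first reagent, then RGS4 at 900nM (2x) plus Transcreener GDP mix added; fluorescence polarization (620/688 nm) read before and after 90 min at 30 °C.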
Vif-APOBEC3F blk: qHTS for Inhibitors of Vif-A3F Interactions: qHTS. HeLa A3F-eYFP + Vif (tagged APOBEC3F with the HIV-1 protein that degrades it), YFP fluorescence increase. AID 602313, 2012. Potency, µM (highest dose often 46.1 µM), inactives show top-dose activity, negative = active. hit rate 0.2% among 390,000; further: potency means the concentration at half of the fitted maximal effect; % of control where 0% means no effect; nearly all actives have a fitted effect of over 65% in size
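HeLa cells stably expressing A3F-eYFP plus Vif, plated and incubated overnight at 37 deg C, then exposed to compounds overnight at 37 deg C. Blocked degradation read as raised yellow fluorescence (Ex 488/Em 500-530).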
Glioma ERSR ind: qHTS for Inducers of the Endoplasmic Reticulum Stress Response (ERSR) in Human Glioma: qHTS; U87-MG GRP78 promoter luciferase reporter, 16 h; hit rate 0.02% among 420,000; Potency, µM, for inactives: top-dose activation, hits mostly activators; further: potency means the concentration at half of the fitted maximal effect; series mostly up to about 76 µM; % of control where 0% means no effect; nearly all actives have a fitted effect of over 35% in size
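ERSR induction read as luciferase luminescence (Bright-Glo, 10 min at room temperature) in stably transfected human U87-MG glioma cells exposed to compounds for 16 h, using GRP78 as sensor.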
D2 antagonist: HTS Assay for Allosteric Antagonists of the Human D2 Dopamine Receptor: Primary Screen for Antagonists; inhibition, % at 10 µM; hit rate 2% among 340,000; D(2) dopamine receptor (Homo sapiens), P14416; HEK293 TREx D2 cells, calcium flux, dopamine EC80; in the data active means inhibition above about 30%; further: 0% is about no effect
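HEK293 T-REx D2 cells, tet-induced, calcium dye no-wash. Cpd pintool add, 180 s kinetic, then EC80 DA, 180 s kinetic. Ca flux read.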
* marks the source's active call; other numbers are inactive results; ? = inconclusive; nt = not tested or not shown; & = joins results of further samples; [ ] = remark or other dose. Unless noted, the call rests on the fitted dose curve; in most records, active means well fitted curve in the direction sought with a large enough effect; inconclusive means small, poorly fitted or top-dose-only effect, or another doubt; inactive means no such curve, though single readings can be large; an effect the other way counts as inactive or inconclusive.

SMILES | ALOX12 inh | Vif-APOBEC3G blk | LDHA inh | ERG Ets-DNA blk | D2 ag | RGS4 inhibitor | Vif-APOBEC3F blk | Glioma ERSR ind | D2 antagonist
Cc1oc2ncn(CC(C)C)c(=O)c2c1C(=O)N1CCN(c2cccc(C(F)(F)F)c2)CC1 | -9.0% | -0.4% | 0.6 | 1.8% | 0.7 | 0.1% | -1.8% | -1.3% | nt
O=c1[nH]c(=S)n(C2CCCCC2)c(O)c1C=NCCN1CCOCC1 | 9.3% | -13.2% | -7.5 | -5.4% | 0.5 | 21.2% | 7.8% | 0.1% | -10.3
Oc1ccc(-c2nnc(Nc3cccc(O)c3)c3ccccc23)cc1 | -17.2% | ? | -2.2 | -8.6% | -1.8 | 2.4%[11.4 µM] | -0.9% | -5.6% | 6.0
Cc1cnc([N+](=O)[O-])n1CCOC(=O)NC(=O)c1ccc(C(F)(F)F)cc1 | 4.8% | -0.3% | -6.1 | 10.7% | 1.1 | 24.6% | 3.8% | -4.5% | -4.4
Cc1csc(=S)n1-c1ccccc1 | 11.5% | -2.7% | -5.5 | -1.4% | 0.0 | 2.4% | -4.0% | 3.5% | 3.0
O=C(O)CC1CCS(=O)(=O)C1 (configuration not stated) | 0.0% | -0.7% | -4.3 | 6.7% | 0.1 | 9.1% | 1.2% | -6.3% | -17.0
CC(C)(C)n1ncc2c(=O)n(Cc3c(F)cccc3Cl)cnc21 | 4.0% | 2.6%&1.0% | 0.4 | -1.3% | 0.2 | 8.7%&-11.9% | -6.6% | 2.9%&2.4% | -1.5
COc1nc(Oc2ccc(C(=O)O)cc2)nc(Oc2ccc(C(=O)O)cc2)n1 | 6.0% | -0.6% | -4.7 | -6.2% | -1.6 | -16.2% | -0.9% | -5.5% | 5.6
O=C(CNC(=O)C(c1ccccc1)c1ccccc1)OCC(=O)c1ccc2ccccc2c1 | nt | 0.9% | -0.8 | nt | nt | -12.2% | nt | -2.7% | nt
COc1ccccc1-c1cncc(NC(C)=O)n1 | -2.5% | 1.1% | -12.9 | nt | nt | nt | nt | -2.1% | nt
CC(C)CCCCCCCCCCCCC(=O)NCC(=O)NC1C(O)C(O)C(Nc2ncnc3nc[nH]c23)OC1C(O)CO (configuration not stated) | 0.8% | -8.0% | -3.0 | 0.4% | nt | -44.9% | -0.4% | -7.7% | nt
CN(c1cccc(NC(=O)CCSc2ccccc2)c1)S(C)(=O)=O | -14.7% | -5.6% | -10.5 | 2.8% | 0.7 | 14.7% | -7.3% | 4.3% | -27.7
COCC(=O)N(Cc1ccccc1)c1ccccn1 | 0.0% | -4.3% | 3.0 | -7.0% | 1.5 | -16.4% | -6.1% | -3.5% | 2.2
O=C(O)/C(=C\c1ccc(F)cc1)c1ccc(-c2ccccc2)cc1 | ? | 0.0% | -7.6 | -3.4% | 1.3 | -36.6% | -16.0% | -1.0% | -2.3
CCOc1ccc(-c2cc(CCCC(=O)Nc3cc(OC)ccc3OC)no2)cc1 | 0.0% | 1.7% | 2.8 | -0.4% | -0.1 | -14.8% | -2.9% | -13.1% | 3.4
COc1cc(OC)cc(C(=O)/C=C2\Sc3ccccc3N2C)c1 | -6.4% | 2.7% | -7.7 | 3.6% | -1.5 | 23.0% | 3.4% | 1.7% | 7.4
O=C(NC1=NCCS1)c1ccc(Cl)cc1 | 3.5% | -5.6% | 4.5 | 0.8% | 0.2 | -30.5% | -3.5% | -4.6% | 8.3
CCN(CC)S(=O)(=O)c1ccc(C(=O)Nc2cc3oc4ccccc4c3cc2OC)cc1 | 7.4% | 2.3% | -4.8 | 2.3% | 1.1 | 2.3% | -10.1% | -5.2% | -6.7
COc1cccc(NC(=O)COc2ccc(C(=S)N3CCN(C)CC3)cc2OC)c1 | -5.5% | 0.3% | 0.5 | 8.9% | 0.8 | -29.5% | 0.2% | -4.2% | 1.4
COc1cc(/C=C(\C#N)C(=O)Nc2cccc(C(=O)O)c2)ccc1OCc1ccc(Cl)cc1 | -14.5% | -1.4% | 1.3 | 7.7% | 0.0 | -9.2% | 0.5% | -7.5% | 4.5
CCN(CC)c1ccc(C=C2C(=O)OC(C)(C(C)(C)C)OC2=O)cc1 (configuration not stated) | ? | 0.5% | -0.5 | 61.8%[activator] | 0.0 | 8.7% | 0.9% | -1.5% | -18.5
O=C(Cn1c(-c2cccs2)cc2cc(F)ccc21)NCCCN1CCN(c2ccc(F)cc2)CC1 | ? | -0.3% | -19.1 | 2.9% | 1.3 | 3.8% | -18.1% | -3.0% | nt
O=C(CNC(=O)c1cccc(Br)c1)N/N=C/c1ccc2c(c1)OCO2 | -10.5% | -0.2% | -14.4 | -3.7% | 1.2 | 14.8% | 4.8% | 9.2% | -9.0
Cc1ccc(NC(=O)NC2CCCN2S(=O)(=O)c2ccc(Cl)cc2)cc1 (configuration not stated) | ? | 2.1% | -1.3 | -7.3% | -0.6 | 23.6% | 0.5% | -0.4% | 18.9
Cc1cc(Cl)ccc1OCC(=O)NCCOC(=O)Nc1sc(=S)n(C)c1C | -14.1% | -4.7% | -14.8 | -3.2% | -0.2 | -25.1% | 0.3% | -0.8% | 4.8
COCCN(CCOC)C(=O)c1c[nH]c2ccc(S(=O)(=O)N(C)c3ccc(F)cc3)cc2c1=O | 0.0% | 0.4% | -4.3 | 2.4% | 0.0 | -12.3% | -2.4% | 11.7% | -17.6
CS(=O)(=O)N(CC(=O)N1CCCCCC1)c1ccccc1 | -19.1% | 1.4% | -6.8 | -8.5% | 0.1 | -15.9% | -8.4% | -6.0% | -0.9
Cc1nc(CN2CCN(S(=O)(=O)c3c(Cl)cc(Br)cc3Cl)CC2)cs1 | ? | 2.2% | -7.0 | -2.7% | 14.7 | -7.1% | -7.9% | -5.2% | 6.4
Cc1nc2ccn(Cc3cccs3)c(=O)c2cc1C(=O)N1CCN(c2ccccc2F)CC1 | -4.0% | -2.5% | 0.2 | -1.3% | -0.6 | -16.3% | -1.6% | -2.1% | nt
CCc1nnc(NC(=O)Cc2ccc(OC)cc2)s1 | 13.8% | 1.8% | -4.3 | -1.5% | -2.0 | -26.2% | 3.5% | -2.0% | 2.7
CCN(CC)S(=O)(=O)c1ccc(NC2=NS(=O)(=O)c3ccccc32)cc1 | 8.0% | -3.3% | -5.0 | nt | nt | -11.8% | 2.9% | -2.1% | nt
COc1cc2c(C(=O)NCc3ccc4c(c3)OCO4)cn(C)c(=O)c2cc1OC | 0.0% | 0.2% | 3.7 | 1.5% | 0.0 | 16.6% | 4.3% | -0.5% | 25.6
O=S(=O)(NCC1CCCO1)c1ccc(S(=O)(=O)N2CCc3ccccc3C2)cc1 (configuration not stated) | 22.2% | -1.2% | -4.9 | 3.4% | 0.7 | 7.5% | -10.9% | -2.9% | -11.7
CCC(CC)C(=O)Nc1ccccc1NC(C)=O | 1.2% | 2.0% | -6.1 | -0.6% | -3.0 | 31.5% | 0.5% | -3.3% | 6.4
O=C(OCC(=O)N1CCN(C(=O)c2ccco2)CC1)c1c(Cl)cccc1Cl | -0.5% | -5.2% | -9.3 | -3.4% | nt | 9.7% | 2.2% | 2.1% | nt
COC(=O)c1cc2oc3ccccc3c2n1CC(=O)Nc1ccc(N(C)C)cc1 | -25.3% | 1.0% | 2.0 | 10.0% | -0.3 | 15.2% | 2.1% | 1.3% | nt
O=C(NC1CC1)C1CCN(C2CCN(C(=O)CCOc3ccccc3)CC2)CC1 | -4.8% | -0.8% | -9.2 | -0.1% | 0.1 | 33.1% | 7.8% | -5.1% | 8.2
CC(=O)c1ccc(NC(=O)CNCC(c2ccccc2)N(C)C)cc1 (configuration not stated) | -1.6% | 2.7% | -20.5 | -24.8% | 0.3 | ? | -6.9% | -2.8% | 8.8
CCCc1nnc(NC(=O)C(=O)NCCN(C)C)s1 | 248.5%[activator] | -3.5% | -5.0 | -2.5% | 0.7 | 10.5% | -5.7% | -1.7% | -11.9
COc1ccc(CNCc2ccccc2C(F)(F)F)cc1 | ? | 4.4% | -14.7 | 5.4% | -2.6 | 31.6% | 5.7% | -3.2% | -15.1
Cc1cc(C)cc(NS(=O)(=O)c2ccc3oc(=O)ccc3c2)c1 | ? | -5.4% | -2.9&0.5 | -15.9% | -1.9 | 4.6% | -7.4% | -5.3% | 5.0
CCC(=O)Nc1cccc(NC(=O)CSc2nnnn2C2CCCC2)c1 | -2.8% | 0.3% | -5.2 | nt | -0.3 | 13.7% | -4.1% | 0.7% | -14.3

Some of the compounds tested; count on the stated rates, not on these rows.
